Screening results: PubChem, several laboratories
STK33 inh = inhibitors of purified STK33 kinase, primary screen, biochemical, ADP-Glo luminescence, homogeneous, cell-free | MBP phosphorylation | inhibition, % at 10 µM | 320,000 compounds, 0.073% hits | AID 2661, 2010;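 active means inhibition at or above 25%, using the most active replicate where run in duplicate; inactive means inhibition below 25%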
Target sequence (Q9BYT3 whole entry, looked up): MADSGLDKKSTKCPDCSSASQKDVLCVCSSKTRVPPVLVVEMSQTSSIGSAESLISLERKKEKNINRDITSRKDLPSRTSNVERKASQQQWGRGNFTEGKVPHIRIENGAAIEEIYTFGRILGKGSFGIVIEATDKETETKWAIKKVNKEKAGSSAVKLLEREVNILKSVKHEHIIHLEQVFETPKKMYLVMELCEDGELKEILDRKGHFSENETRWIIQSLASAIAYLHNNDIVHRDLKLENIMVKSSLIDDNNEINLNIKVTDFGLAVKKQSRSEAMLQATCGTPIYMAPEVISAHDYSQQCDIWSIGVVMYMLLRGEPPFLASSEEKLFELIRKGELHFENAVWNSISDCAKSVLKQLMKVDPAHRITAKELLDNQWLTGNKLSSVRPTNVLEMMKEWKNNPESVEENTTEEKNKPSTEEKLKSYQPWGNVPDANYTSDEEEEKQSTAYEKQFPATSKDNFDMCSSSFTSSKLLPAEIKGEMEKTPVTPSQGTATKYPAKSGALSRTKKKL
Kir21 inh = inhibitors of mouse Kir2.1 inward-rectifier potassium channel | 310,000 compounds, 0.85% hits | B-score at 10 µM | HEK293-Kir2.1, FluxOR thallium flux fluorescence; stronger effect = lower value | Inward rectifier potassium channel 2 (Mus musculus), P35561 | AID 1672, 2009;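 active means fluorescence ratio B-score at or below minus 3 SD of library scores, with starting-brightness B-score within 2 SD, cut at about -4.2 in these data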;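 further: channel flux triggered by added potassium and thallium sulfate stimulus; B-score of peak minus minimum fluorescence over baseline after thallium stimulus; more negative B-score means stronger Kir2.1 block with less thallium influx; some compounds called inactive have numbers as strong as hits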
Target sequence (P35561 whole entry, looked up): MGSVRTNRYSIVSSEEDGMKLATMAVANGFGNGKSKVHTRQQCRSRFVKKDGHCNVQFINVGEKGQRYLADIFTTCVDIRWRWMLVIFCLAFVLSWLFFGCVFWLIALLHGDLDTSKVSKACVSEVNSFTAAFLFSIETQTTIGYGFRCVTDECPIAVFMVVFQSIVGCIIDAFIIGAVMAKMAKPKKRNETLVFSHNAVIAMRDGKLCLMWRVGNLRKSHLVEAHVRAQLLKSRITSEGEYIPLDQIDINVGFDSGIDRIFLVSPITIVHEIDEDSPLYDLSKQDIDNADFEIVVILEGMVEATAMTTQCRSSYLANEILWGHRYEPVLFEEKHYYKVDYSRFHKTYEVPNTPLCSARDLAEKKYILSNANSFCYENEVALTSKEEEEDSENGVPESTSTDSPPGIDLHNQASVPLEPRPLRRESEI
KCNQ2 inh = KCNQ2 potassium channel inhibitors, primary screen, cell-based, CHO-K1, FluxOR thallium flux, B-score (AID 2156); Potassium voltage-gated channel subfamily KQT member 2 (Rattus norvegicus), O88943; 20 min; stronger effect = lower value; B-score at 10 µM; 310,000 compounds, 1.1% hits;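 active means fluorescence ratio B-score at most minus 3 library SDs, with starting brightness B-score within 2 library SDs, cut at about -5.5 in these data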
Numbers without * were called inactive; i = inactive; . = no result given.

SMILES	STK33 inh	Kir21 inh	KCNQ2 inh
O=C1c2cccnc2C(Nc2ccccc2Br)N1Cc1ccco1 (stereo not given)	0.2	-1.1	i
Cc1ccc2c(CSc3nnnn3C)cc(=O)oc2c1	0.1	-0.69	i
COc1cc(NC(=S)Nc2ccc(Br)cc2Cl)c(OC)cc1Cl	-1.8	0.33	i
COC(=O)CCC(=O)OC1(C)C(=O)C=C2C=C(C3CC3)N(CCc3c[nH]c4ccccc34)C=C2C1=O (stereo not given)	1.1	-1.1	i
COc1ccc(OC)c(C2C(C(=O)Nc3ccccc3OC)=C(C)Nc3nc(CCCO)nn32)c1 (stereo not given)	-0.3	0.1	i
COc1ccc(OC)c(NC(=O)CSc2nncc3ccccc23)c1	-0.1	0.7	i
CCOc1ccc(NS(=O)(=O)c2ccc(NC(=O)[C@@H]3CCCC[C@@H]3C(=O)O)cc2)cc1	-1.9	-3.2	i
O=C1NCC(COCC2CC=CCC2)O1 (stereo not given)	-1.8	-0.59	i
CC(C)C[C@H](NC(=O)Nc1ccc(Oc2ccccc2)cc1)C(=O)O	0.0	1.5	i
CC1Cc2ccccc2N1C(=O)CCS(=O)(=O)c1cccs1 (stereo not given)	4.9	-0.48	i
CCCCNC(=O)c1ccc(N2CCC3(CC2)OCCO3)c([N+](=O)[O-])c1	-0.9	0.11	i
COc1ccc(CN(C)Cc2nc(Cc3ccccc3Cl)no2)cc1OC	0.4	-2.6	i
CCn1c(C)nc2cc(C(=O)NNS(=O)(=O)c3ccc(C)c(C)c3)ccc21	-1.0	1.2	i
C1=CC2CCC1ON2c1ccccc1 (stereo not given)	-1.5	-0.03	i
CS(=O)(=O)N(Cc1ccccc1)c1ccccc1C(=O)Nc1ccccc1C(=O)NCc1ccco1	0.0	-0.32	i
Cc1ccc(S(=O)(=O)Nc2ccccc2C(=O)Nc2nc(-c3ccc(F)cc3)cs2)cc1	.	-1.5	i
O=c1ccc2ccc(Oc3ccc(Cl)cc3[N+](=O)[O-])cc2o1	-0.2	-0.14	i
COc1cc(NC(=O)Cc2ccccc2)c(C(=O)O)cc1OC	2.6	-1.3	i
Cc1ccc(C(O)(COC(=O)C(C)C)COC(=O)C(C)C)c(O)c1	1.7	-0.41	i
O=C(CNC(=O)N1CC(=O)Nc2ccccc21)NCc1ccccc1Cl	-0.8	-1.3	i
CCOC(=O)C(Cc1cc(C(C)=O)ccc1OC(C)C)C(=O)OCC	-0.5	-2.4	i
CCCN1C(=O)COc2ccc(-c3n[nH]c(=O)c4ccccc34)cc21	0.0	-0.5	i
O=C(COC(=O)C1=COCCO1)Nc1ccc(F)c(F)c1	-0.9	1	i
Cc1ccc(S(=O)(=O)NCCC(=O)Nc2ccc(C)c(Cl)c2)cc1C	-0.5	-2.5	i
COc1cc(S(=O)(=O)NCc2ccncc2)c(OC)cc1Br	-2.0	-2.6	i

Sorted by formula weight (smallest number first): three of the compounds above
SMILES	STK33 inh	Kir21 inh	KCNQ2 inh
O=C(COC(=O)C1=COCCO1)Nc1ccc(F)c(F)c1	-0.9	1	i
O=c1ccc2ccc(Oc3ccc(Cl)cc3[N+](=O)[O-])cc2o1	-0.2	-0.14	i
CCCCNC(=O)c1ccc(N2CCC3(CC2)OCCO3)c([N+](=O)[O-])c1	-0.9	0.11	i

Carrying on:
SMILES	STK33 inh	Kir21 inh	KCNQ2 inh
CC1Oc2cc3oc4c(O)c5c(cc4c(=O)c3c(O)c2C1(C)C)C=CC(C)(C)O5 (stereo not given)	-0.1	1.2	i
COC(=O)CSc1nnc(-c2ccccc2OC)n1-c1ccc(C)cc1	-0.4	0.16	i
CCN1CCN(CCCNC(=O)CCC(=O)N2CCOc3ccc(Cl)cc32)CC1	-1.0	1.2	i
COc1ccc(CC2(CO)COc3ccccc3C2=O)cc1 (stereo not given)	-0.1	0.08	i
CC(=O)Nc1ccc(S(=O)(=O)N2CCN(c3nc(C)cc(C)n3)CC2)cc1	-1.2	1.2	i
Nc1cc(=O)[nH]c(SCC(=O)NCC2CCCO2)n1 (stereo not given)	.	0.07	i
Cc1c(NC(=S)NCc2ccc(F)cc2)cccc1[N+](=O)[O-]	-2.1	0.61	i
Cc1ccc2sc(C)[n+](CCCS(=O)(=O)[O-])c2c1	-2.5	0.05	i
Cc1ccc2[nH]c(-c3ccccc3)c(CN3CCN(C)CC3)c(=O)c2c1	1.9	1.3	i
Nc1nonc1-n1nnc(C(=O)N/N=C/c2cccc(Cl)c2)c1CN1CCCC1	-0.6	0.27	i
COc1ccc(C2SCC(=O)N2c2c(C)n(C)n(-c3ccccc3)c2=O)c(OC)c1 (stereo not given)	-0.2	1.4	i
Nc1c(C(=O)N2CCOCC2)sc2nc3c(cc12)CCC3	-0.4	1.2	i
Cc1noc(C)c1S(=O)(=O)N1CCC(C(=O)NCCCN2CC(C)CC(C)C2)CC1 (stereo not given)	-0.2	0.06	i
CC(C)NC(=O)c1ccccc1-c1ccccc1	-1.1	-2.4	i
C/C(=N\Nc1ccc(C(F)(F)F)cn1)c1ccncc1	7.7	0.42	i
Cc1n[nH]c(C)c1CCC(=O)N/N=C/C=C/c1ccccc1	-1.1	0.68	i
CC(C)CNC(=O)c1cccc(C(=O)NCC(C)C)c1	-1.6	1.7	i
COc1ccc(-n2c(=O)[nH]c3cc(C(=O)NCCc4ccccc4)ccc3c2=O)cc1OC	-2.0	0.12	i
Cc1ccc([N+](=O)[O-])cc1NC(=O)C(C)NS(=O)(=O)c1ccc(F)cc1 (stereo not given)	-1.7	0.05	i
CCC(C)NC(=O)COC(=O)c1cc([N+](=O)[O-])ccc1Sc1nc(C)cs1 (stereo not given)	1.2	0	i
CN1CCN(C(=O)c2cc(COc3c(F)cccc3F)on2)CC1c1ccccc1 (stereo not given)	-0.3	-0.52	i
S=C(NCc1ccccn1)Nc1ccc(Cl)cc1	0.2	-1.5	i
Cc1cccc(/C(N)=N/OC(=O)c2ccco2)c1	1.9	0.01	i
COc1ccccc1CCNC(=O)CSc1nnc2ccc(-c3ccncc3)nn12	-2.2	-0.98	i
Cc1ccc(S(=O)(=O)N2CCN(c3ccccc3)CC2)cc1C(=O)NC1CCCCC1	0.0	0.98	i
(cont.)
SMILES	STK33 inh	Kir21 inh	KCNQ2 inh
COc1ccc(-c2csc(NC(=O)c3ccc(S(C)(=O)=O)cc3)n2)cc1	-0.8	-0.09	i
CCn1nc(C(=O)OCC(=O)Nc2nc(-c3ccc(OC)cc3)cs2)c2ccccc2c1=O	-0.7	-0.73	i
CCC1Oc2ccccc2N(CC(=O)Nc2ccc(OC)cc2OC)C1=O (stereo not given)	-2.3	0.25	i
NNC(=S)NC1CCS(=O)(=O)C1 (stereo not given)	-1.8	-0.22	i
Cc1ccnc(NC(=O)c2cc(F)c(F)cc2Cl)n1	-1.7	-0.32	i
CCCCCc1cc(=O)oc2c(C(CCN3CCCCC3)c3ccc4c(c3)OCO4)c(OC)cc(OC)c12 (stereo not given)	-0.6	-1.6	i
COc1cc2nc3occc3c(OC)c2cc1OC	-1.9	0.39	i
COc1ccc(Cl)cc1C(=O)NCC(C)C	-3.2	-0.55	i
CC1(C)Cc2c(sc3nc4n(-c5ccccc5)cnn4c(=O)c23)CO1	-0.8	-0.14	i
Cc1cccc(NC(=O)Cn2nnc(C(=O)NCc3ccco3)c2N)c1	-1.7	-1.8	i
CS(=O)(=O)N(Cc1ccc(Cl)cc1)c1ccc(C(=O)Nc2cccnc2)cc1	-3.0	0.02	i
Cc1ccccc1-c1noc(CNC(=O)COc2ccccc2)n1	-1.3	1.9	i
O=C(CSc1ncn[nH]1)c1cccc([N+](=O)[O-])c1	0.3	-0.13	i
COc1cc(C)c(CN2CCN(c3ncccn3)CC2)cc1C	-1.9	-0.11	i
N#CCCN(C(=O)COC(=O)c1ccc2c(c1)NC(=O)CS2)c1ccc2c(c1)OCCO2	-0.6	0.79	i
Cn1ncc(Br)c1C(=O)NC1C2CC3CC(C2)CC1C3 (stereo not given)	1.0	-2.7	i
O=C1N[C@@H](Cc2ccccc2)C(=O)N2[C@H]1C[C@]1(Br)c3ccccc3N(S(=O)(=O)c3ccccc3)[C@H]21	0.8	-0.02	i
CCCCNC(=O)CS(=O)Cc1nc(-c2cccc(C)c2)oc1C (stereo not given)	-1.3	0.82	i
O=C(NC1CC1)c1ccc2c3c(cccc13)CC2	-0.6	0.19	i
CCCC(C)NC(=O)CSc1nc(-c2ccccc2)cn1N (stereo not given)	0.1	-3.2	i
COc1ccc(-c2noc(CN(Cc3nccn3C)C(C)C)n2)cc1	0.1	-0.25	i
O=S1(=O)N=C2CCCCCN2C(c2ccc(Br)cc2)N1 (stereo not given)	-1.3	-0.54	i
O=C(NCCCc1ccccc1)c1ccc(Br)o1	0.2	-2	i
COc1ccc(-c2cnc3c(-c4ccc(F)cc4)cnn3c2N)cc1	0.3	0.03	i
Cc1cc(NC2CCCCC2)nc2ccccc12	-0.4	-0.68	i

In the list so far, these have a COOH group:
SMILES	STK33 inh	Kir21 inh	KCNQ2 inh
CCOc1ccc(NS(=O)(=O)c2ccc(NC(=O)[C@@H]3CCCC[C@@H]3C(=O)O)cc2)cc1	-1.9	-3.2	i
CC(C)C[C@H](NC(=O)Nc1ccc(Oc2ccccc2)cc1)C(=O)O	0.0	1.5	i
COc1cc(NC(=O)Cc2ccccc2)c(C(=O)O)cc1OC	2.6	-1.3	i

Additional compounds.
SMILES	STK33 inh	Kir21 inh	KCNQ2 inh
O=C(COc1ccc(-c2nnco2)cc1)Nc1c(Cl)cccc1C(F)(F)F	.	0.59	i
CCOC(=O)c1nc(N)c(C(=O)OCC)[nH]1	0.1	-0.09	i
CC(=O)Oc1ccc2c(=O)c(Oc3ccccc3[N+](=O)[O-])coc2c1	-2.3	-0.1	i
CCOC(=O)N1CCN(CC(=O)Nc2cc3c(cc2C(C)=O)OCO3)CC1	1.0	-0.5	i
Cc1ccc(-n2c3c(c(O)c(-c4ccccc4)c2=O)C(=O)CC(C)(C)C3)cc1	0.7	0.34	i
Cc1ccc(S(=O)(=O)N(C)CCCC(=O)Nc2ccc(C)cc2C)cc1	0.5	0.4	i
CCOC(=O)c1c(NC(=S)Nc2ccccc2)sc2c1CC(C)(C)SC2	-2.1	0.03	i
CCNC(=S)N=Nc1c(O)[nH]c2ccc([N+](=O)[O-])cc12	-0.6	0.91	i
CCCCCC(=O)Nc1ccc(C(=O)N/N=C/c2ccc([N+](=O)[O-])cc2)cc1	0.0	0.34	i
Cc1ccc(/C=N/NC(=O)c2nn(C)cc2Cl)cc1	-1.3	0.39	i
O=C(NCc1ccc2c(c1)OCO2)c1ccc(=O)[nH]c1	.	-0.88	i
O=C(O)Cn1nc(-c2ccccc2)c2ccccc2c1=O	-2.8	0.03	i
CC1CCN(CCC(=O)Nc2ccc(F)c(F)c2)CC1	-1.6	-1.6	i
COc1cccc(N(CC(=O)N/N=C(\C)c2cccs2)S(C)(=O)=O)c1	-1.4	-0.83	i
Cc1cc(C)n(CC(O)CN(c2ccccc2)S(=O)(=O)c2ccc3ccccc3c2)n1 (stereo not given)	-1.8	0.24	i
C=CCON/C(CCC)=C1\C(=O)C(C(=O)OC)C(C)(C)CC1=NC (stereo not given)	-1.8	-0.6	i
COc1ccc(C(=O)N2CC(=O)Nc3ccc(F)cc3C2c2ccccc2)cc1 (stereo not given)	-0.6	-0.48	i
O=S(=O)(c1ccc2ccccc2c1)N1CCN(C(=S)Nc2ccc(F)cc2)CC1	-0.4	0.1	i
COc1ccccc1NC(=O)CSc1nnnn1Cc1ccccc1	-0.4	0.04	i
Cc1cc(C(=O)NCc2ccccc2Br)no1	-1.5	0.76	i
O=C(c1ccccc1)N1CCN(CC(O)COCC2CC=CCC2)CC1 (stereo not given)	-0.8	0.02	i
Cc1ccc(NC(=O)c2ccc(Cl)c(N3C(=O)CCC3=O)c2)cc1	-1.2	0.16	i
COc1ccccc1Oc1c(C)oc2c(CN3CCN(CCO)CC3)c(O)ccc2c1=O	-0.8	0.2	i
Cc1nn(-c2ccccc2)c(C)c1NC(=O)COC(=O)CCc1ccccc1	0.1	-0.09	i
O=S1(=O)CCOC[C@H](c2ccccc2)N1Cc1ccccc1F	-0.7	-3.3	i
Following part:
SMILES	STK33 inh	Kir21 inh	KCNQ2 inh
CCc1ccccc1NC(=O)C1(S(=O)(=O)c2ccc(C)cc2)CC1	-0.4	-1.2	i
Cc1nc([N+](=O)[O-])nn1C12CC3CC(CC(Cl)(C3)C1)C2	-0.4	-1.5	i
COc1ccc(COC(=O)C2=C(C)NC(=O)NC2c2ccc(O)cc2)cc1 (stereo not given)	1.2	-2	i
CC(=O)c1cc(-c2ccccc2)n(CCC(=O)NC2CCCCCC2)c1C	-0.3	0.03	i
O=S(=O)(NC1CCCCC1N1CCOCC1)c1ccc(Cl)cc1 (stereo not given)	0.7	-2.6	i
Clc1ccc(Nc2ccc(Cl)nn2)cc1	0.5	0.7	i
COc1cc(O)c2c(=O)c(-c3ccc(O[C@@H]4O[C@H](CO)[C@@H](O)[C@H](O)[C@H]4O)cc3)coc2c1	-0.8	0.05	i
O=C(NNc1cc(Cl)cc(Cl)c1)c1cccs1	-1.0	1.3	i

Two records drawn at random from the list so far, as already listed:
SMILES	STK33 inh	Kir21 inh	KCNQ2 inh
Cc1cccc(/C(N)=N/OC(=O)c2ccco2)c1	1.9	0.01	i
COc1ccccc1CCNC(=O)CSc1nnc2ccc(-c3ccncc3)nn12	-2.2	-0.98	i
